Bioassay records: PubChem, Broad Institute
ARNT TACC3 PPI: ARNT/TACC3 interaction disruption. inhibition, % at 9.99 µM. 390,000 tested, 0.66% active. AlphaScreen His-ARNT PAS-B/GST-TACC3 binding, luminescence; TACC3 fragment carries E629A point mutation;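 active = mean inhibition of replicates at least 50% and at least half of replicates each reaching 50%; inconclusive = half or more replicates reach 50% but mean below 50%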;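 note: 0% = complete ARNT plus TACC3 wells and 100% = ARNT alone without TACC3; many hits fall short of the cut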
CFTR F508del cor: CFTR F508del correction in bronchial cells; CFBE cells, YFP halide quenching; stimulated with forskolin plus potentiator P3; % fluorescence drop versus neutral controls; activity (quench increase), % at 7.58 µM; 350,000 tested, 0.36% active;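 active = mean added fluorescence quench of at least 8% versus neutral control, with both replicates also reaching 8%; inconclusive = only one of the mean or replicate conditions met; inactive = mean below 8% and not both replicates reaching 8%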;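 note: cells transiently co-express mutant CFTR-F508del with the halide-sensitive YFP; corrector assay measuring rescue of mutant channel to the surface after 24 h compound exposure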
INS-1E GSIS act: GLuc luminescence reporter in INS-1E cells, primary screen for activators of glucose-dependent secretion of insulin; INS-1E GLuc reporter insulin secretion, 2-3 h; activation, % at 16.6 µM; 370,000 tested, 0.61% active; AID 743287;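 active = lowest replicate activation of at least 40%, so every replicate reaches that level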;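 note: 0% = median of neutral control wells and 100% = median of IBMX positive control wells; some compounds called inactive have numbers as strong as hits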
XiGFP reactiv: reactivates the inactive X chromosome in mouse fibroblasts. XiGFP mouse fibroblasts, % GFP-positive cells imaging, 3 d; cells co-treated with 5-aza-dC sensitizer; scaled so ellipticine positive control = 100%. activation, % at 7.58 µM. 360,000 tested, 0.055% active. AID 743238;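 active = mean normalized replicate activation at least 10% and every replicate at or above 10%; inconclusive = only one of the two criteria met; inactive = mean below 10% and not all replicates reach 10%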;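 note: 0% = median of on-plate neutral control wells and 100% = ellipticine 6 µM median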
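Assay system: SV40-immortalized XiGFP fibroblast cells, line 68-5-11; buffer or medium: DMEM plus 5-aza-dC sensitizer; compound: one concentration, pinned; timing: compounds 3 days, fix/stain 15 min at room temperature; benchmarks: positive control ellipticine, 6 µM final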
ERAP1 HTS inh: inhibitors of human ERAP1 aminopeptidase; 340,000 tested, 0.15% active; inhibition, % at 10.7 µM; recombinant ERAP1, Leu-AMC fluorescence, 60 min; Q9NZ08;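 active = mean replicate inhibition of at least 30%, or all replicates individually reaching that 30% level; inactive = mean below 30% and not every replicate reaching it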;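 note: 0% = neutral control wells and 100% = L-leucinethiol positive control wells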
Target sequence (Q9NZ08 whole entry, looked up): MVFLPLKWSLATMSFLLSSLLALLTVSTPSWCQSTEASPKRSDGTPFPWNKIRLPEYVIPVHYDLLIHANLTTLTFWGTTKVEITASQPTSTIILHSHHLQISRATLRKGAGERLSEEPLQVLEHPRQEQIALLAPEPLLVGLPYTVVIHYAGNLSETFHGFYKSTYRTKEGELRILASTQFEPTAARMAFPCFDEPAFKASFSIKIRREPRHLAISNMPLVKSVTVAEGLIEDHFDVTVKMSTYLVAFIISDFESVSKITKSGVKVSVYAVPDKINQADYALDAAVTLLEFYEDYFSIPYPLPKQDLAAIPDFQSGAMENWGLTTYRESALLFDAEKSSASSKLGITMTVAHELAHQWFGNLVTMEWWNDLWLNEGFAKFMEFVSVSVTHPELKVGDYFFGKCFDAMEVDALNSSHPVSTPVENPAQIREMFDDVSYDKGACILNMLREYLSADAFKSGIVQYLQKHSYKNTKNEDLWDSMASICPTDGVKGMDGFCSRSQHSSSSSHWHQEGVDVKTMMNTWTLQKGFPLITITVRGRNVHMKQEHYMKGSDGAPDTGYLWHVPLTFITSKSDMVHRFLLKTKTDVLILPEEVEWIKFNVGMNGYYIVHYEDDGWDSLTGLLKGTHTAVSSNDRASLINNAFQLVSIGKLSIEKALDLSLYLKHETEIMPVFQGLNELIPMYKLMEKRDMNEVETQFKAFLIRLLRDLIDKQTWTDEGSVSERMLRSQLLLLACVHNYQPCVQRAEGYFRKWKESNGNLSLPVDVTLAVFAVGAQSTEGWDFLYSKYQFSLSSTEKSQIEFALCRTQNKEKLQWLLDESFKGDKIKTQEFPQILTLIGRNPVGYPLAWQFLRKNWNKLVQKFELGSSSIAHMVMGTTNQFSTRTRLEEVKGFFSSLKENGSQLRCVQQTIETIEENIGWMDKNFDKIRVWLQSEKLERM
RAD52 inh: inhibitors of human RAD52 DNA annealing. P43351. recombinant RAD52 DNA annealing, FRET fluorescence. inhibition, % at 18.7 µM. 360,000 tested, 0.46% active. AID 651710;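 active = every replicate showing at least 50% inhibition; inconclusive = mean inhibition at least 50% but not in every replicate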
esBAF inh: inhibitors of esBAF chromatin remodeling in mouse ES cells; Bmi1-luciferase knock-in reporter, 24 h; 100% = twice the neutral-well signal; reporter increase, % at 12.5 µM; 350,000 tested, 2% active; in the data active = activation above about 40%; inconclusive = no clear call, values can overlap the other calls;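 note: 0% = median of the plate's neutral control wells and 100% = double that signal; a rise in the Bmi1 reporter signal indicates esBAF inhibition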
RAD54 branch: blocks human RAD54 Holliday junction branch migration; Q92698; FAM/BHQ fluorescence; inhibition, % at 10.4 µM; 360,000 tested, 0.14% active; AID 602329;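 active = mean normalized replicate activity at least 40 and at least half of replicates scoring 40 or more; inconclusive = only one of the two criteria met; inactive = mean below 40 and under half of replicates reaching 40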;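 note: 0% = median of neutral control wells and 100% = median of positive control wells; inhibitors cause a drop in the FAM fluorescence signal; in these data hits start at about 50%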
Numbers without * were called inactive; ? = inconclusive; · = not tested or not shown.

Compound,CFTR F508del cor,RAD52 inh,ARNT TACC3 PPI,XiGFP reactiv,esBAF inh,ERAP1 HTS inh,RAD54 branch,INS-1E GSIS act
CC(C(=O)Nc1ccc(S(N)(=O)=O)cc1)N1CCc2ccccc21 (stereo unspecified),5.3,-21.0,-3.0,-0.1,·,-6.2,·,16.4
O=c1oc(-c2cccc(Cl)c2)nc2c1cnn2-c1ccccc1,·,·,-3.9,·,0.5,·,3.2,-5.2
Cc1cc(C)c(S(=O)(=O)c2ccccc2)c(=O)[nH]1,3.8,3.2,-5.1,0.0,-6.8,4.1,·,8.2
O=C1CC2c3cc(-c4cc5ccccc5o4)ccc3CCN2C(=O)CN1Cc1ccccc1 (stereo unspecified),0.6,12.1,·,0.7,·,2.0,·,-62.2
Oc1ccc(-c2cnc3c(Nc4cccc(OC(F)(F)C(F)F)c4)nccn23)cc1,0.1,-8.3,·,0.1,29.2,2.4,2.1,·
CC1(C(=O)NC2CCCC2)CCC(=O)N1Cc1cccs1 (stereo unspecified),·,-1.2,-6.1,·,-10.4,3.6,6.4,10.3
COc1ccc2c3c([nH]c2c1)[C@H](CO)N(CC1CC1)CC31CN(C(=O)Nc2cccc(F)c2)C1,2.0,12.9,·,0.3,·,·,·,-17.2
O=C(Nc1ccc(NC(=O)C2CC2)nc1)c1ccncc1,·,-7.4,0.2,·,3.4,3.3,-4.7,16.0
CCOC(=O)NNc1ccccc1,-0.6,-10.4,-2.1,-0.1,·,-1.4,·,14.1
CO[C@@H]1CN(C)C(=O)c2ccc(NC(=O)C3CC3)cc2OC[C@@H](C)N(C(=O)Nc2ccccc2F)C[C@H]1C,-2.2,-3.2,2.5,-0.6,-2.4,0.5,-6.7,-5.1
COc1ccc2c(c1)c1nnc(SCC(=O)NC3CC3)nc1n2C,-1.5,-17.0,28.9,0.0,0.6,0.6,12.1,16.4
CCOc1ccc(-c2nc(CN(Cc3ccccc3)C[C@@H]3CCC(=O)N3)c(C)o2)cc1,0.5,-12.6,2.7,-0.1,·,-1.9,·,-4.2
COc1ccc(-c2ccc([C@@H]3[C@@H](CO)N(C(=O)C4CCC4)[C@H]3C#N)cc2)cc1,-1.2,-7.4,16.7,0.2,4.1,-2.5,-10.5,-3.9
CC(C)(C)NC(=O)C(=O)NN=C1CCCCCCC1,-2.9,-8.2,-2.4,0.3,4.2,-4.5,-1.2,11.2
CC(=O)Nc1cccc(NC(=O)C(F)(F)F)c1,-0.1,-14.6,·,0.0,·,2.6,·,-3.9
O=C1CC(N2CCN(c3ccc(F)cc3)CC2)C(=O)N1Cc1ccccc1 (stereo unspecified),1.1,-11.4,·,0.0,1.6,1.9,-1.7,-17.9
COc1cc(CNc2ccc(O)cc2)cc(Br)c1OCc1ccccc1,-4.8,0.2,10.1,0.3,·,-5.6,·,-28.8
CC(=O)[C@]12O[C@]3(COC[C@H](c4ccccc4)N3C1=O)[C@@H]1C(=O)N(C)C(=O)[C@@H]12,-0.6,-7.3,·,·,·,0.2,2.3,·
CCn1c(=NC(=O)c2ccc(N3C(=O)CCC3=O)cc2)sc2c(OC)ccc(OC)c21,3.1,-7.0,-2.2,0.1,1.1,-2.3,0.4,·
CC1=C(C(=O)N2CCOCC2)CC(CC(=O)NCCCN(C)C)C(=O)N1CCC1=CCCCC1 (stereo unspecified),-2.2,-13.9,·,-0.1,-1.2,·,2.5,-3.1
CC(=O)Nc1ccc(NC(=O)C(C)Sc2nc3ccccc3c(=O)n2Cc2ccco2)cc1 (stereo unspecified),-0.9,5.5,-4.3,0.5,-6.4,2.9,-9.0,13.0
CCOC(=O)NN1C(=O)c2ccccc2NC1c1ccccc1O (stereo unspecified),·,·,-11.7,0.0,·,·,-0.1,-6.9
CCOC(=O)N1CCN(Cc2nc(CC3CC3)no2)CC1,-3.5,0.0,-4.7,0.1,·,-1.3,·,2.2
COC(=O)CCN1CCc2cc(N=Nc3ccc([N+](=O)[O-])cc3)ccc21,1.8,-13.4,-1.8,0.0,·,·,-11.9,-14.3
Cc1c(C(=O)NCCc2ccccc2)oc2ccccc12,1.9,-0.7,-8.9,0.3,11.1,0.4,0.5,-1.8
CN(c1ccc(C(=O)NCCSCc2ccco2)cc1)S(C)(=O)=O,·,·,2.6,·,25.7,·,-12.2,-2.5
C/C=C/c1cnc2c(c1)C(=O)N([C@H](C)CO)C[C@H](C)[C@H](CN(C)C(=O)CN1CCOCC1)O2,-1.1,5.4,-1.9,-0.8,0.3,-1.7,-0.6,8.6
CO[C@@H]1CN(C)C(=O)c2cc(NS(=O)(=O)c3cn(C)cn3)ccc2OC[C@@H](C)N(C)C[C@@H]1C,2.4,·,0.8,0.0,3.3,·,17.4,21.3
COc1ccccc1CNC(=O)C[C@@H]1CC[C@H](NC(=O)CN(C)C)[C@@H](CO)O1,0.9,-5.5,-9.8,0.1,1.9,1.4,3.9,-0.1
COc1cc2nc(NC(=O)c3ccc(F)cc3Cl)sc(=O)c2cc1OC,·,-17.6,-18.0,·,-28.0,0.6,3.0,·
COc1ccc(NC(=O)Nc2ccc3c(c2)C(=O)N([C@H](C)CO)C[C@H](C)[C@H](CN(C)S(=O)(=O)c2cn(C)cn2)OCCCC[C@H](C)O3)cc1,1.9,·,-4.0,0.1,-6.3,·,4.9,2.6
COc1ccc(C(=O)CSc2nccn2C)cc1,2.0,-3.7,-5.6,0.0,42.2*,1.1,-11.7,6.4
COc1ccc([C@H]2CC(=O)C=C(c3ccc(Oc4ccccc4)cc3)C2)cc1OC,1.6,-0.7,5.0,-0.1,-0.7,-3.8,1.5,·
O=C(C[C@@H]1CC[C@H](NC(=O)CCN2CCCCC2)[C@@H](CO)O1)NCc1ccc(Cl)c(Cl)c1,2.1,-3.6,-17.5,-0.4,1.0,-5.8,-1.9,5.8
NNC(=O)c1ccc2nc(-c3ccc(Br)cc3)cn2c1,3.9,-8.4,-1.8,0.2,·,9.3,·,0.6
O=S(=O)(Nc1nc2ccccc2s1)c1ccc(Br)s1,0.5,-44.6,1.0,·,0.0,3.3,3.2,-3.9
CCN1C(=O)[C@@H]2[C@@H](c3ccc(-c4ccc(F)cc4)cc3)N3CCCC[C@@]3(C(=O)OC)[C@@H]2C1=O,0.5,-45.7,0.0,0.0,-8.3,1.5,-5.8,0.8
CO[C@@H](CN(C)C(=O)c1ccccc1F)[C@@H](C)CN([C@@H](C)CO)S(=O)(=O)c1ccc(C)cc1,-2.0,-12.0,8.8,-0.1,-2.2,0.6,10.4,6.0
O=C(NCC1CCCO1)/C(=C\c1cccs1)NC(=O)c1ccccc1 (stereo unspecified),-3.3,-17.7,-0.5,0.4,·,1.7,9.1,8.8
Cc1ccc2cc(S(=O)(=O)NCCC(=O)O)ccc2c1,·,·,-5.3,·,-0.1,·,0.4,4.1
CCc1nc2c(OCc3cccc(Cl)c3)cccn2c1N(C)C(=O)c1ccncc1,0.5,-19.6,·,0.3,-3.6,-2.5,5.2,·
Oc1ccc(C=NNC(=S)Nc2ccc(F)cc2)c(O)c1,5.5,-39.2,64.9*,0.7,?,-4.1,-0.5,4.5
CC(C)CC#Cc1ccc2c(c1)O[C@@H](CN(C)Cc1ccccn1)[C@@H](C)CN([C@@H](C)CO)S2(=O)=O,·,9.9,-4.7,0.1,4.1,-2.4,-2.3,-15.9
COCC(=O)N1C[C@@H](C)[C@@H](OC)CN(C)C(=O)c2cc(NC(=O)c3ccc(F)cc3)ccc2OC[C@@H]1C,0.2,4.7,0.9,0.3,-2.9,0.3,-2.9,14.9
C[C@H](CO)N1C[C@H](C)[C@H](CN(C)CC2CCCCC2)Oc2ccc(NC(=O)Nc3cccc4ccccc34)cc2CC1=O,1.3,0.6,9.9,0.0,-7.3,1.6,-1.2,1.3
CCOc1ccc(C(=O)Nc2ccccc2-c2ccccc2)cc1Cl,·,·,-13.4,·,-7.1,·,-6.5,-28.1
Cc1c(C(=O)N(CCO)Cc2ccccc2)oc2c(F)cccc12,-1.0,-21.7,-2.3,-0.1,59.0*,1.3,-11.0,4.8
COc1ccc(NC(=O)Nc2cccc3c2O[C@H](CN(C)S(C)(=O)=O)[C@H](C)CN([C@@H](C)CO)C3=O)cc1,0.4,-6.7,0.2,-0.1,0.8,-0.3,-4.5,14.7
O=C(O)c1cccc2cccc(-c3c4ccc(=O)c(O)c-4oc4c(O)c(O)ccc34)c12,-3.4,-29.0,5.6,0.0,·,-1.0,·,·
O=C(NC(=S)N1CCCCC1c1cccnc1)c1ccccc1 (stereo unspecified),4.8,-4.4,3.9,·,-7.7,·,7.4,10.2
COc1ccc(-n2nnnc2SCC(=O)Nc2nnn(C)n2)cc1,·,·,0.5,·,-5.3,·,-2.2,12.6
COc1ccc(-c2ccc3c(c2)O[C@H](CN(C)Cc2ccccc2C(=O)O)[C@@H](C)CN([C@H](C)CO)S3(=O)=O)cc1,-1.9,-6.0,-0.3,-0.6,2.0,2.1,4.6,-6.1

Sorted by value in RAD52 inh (low to high): four from the list above
SMILES,RAD52 inh
COc1ccc(NC(=O)Nc2cccc3c2O[C@H](CN(C)S(C)(=O)=O)[C@H](C)CN([C@@H](C)CO)C3=O)cc1,-6.7
COc1ccc(-c2ccc3c(c2)O[C@H](CN(C)Cc2ccccc2C(=O)O)[C@@H](C)CN([C@H](C)CO)S3(=O)=O)cc1,-6.0
O=C(NC(=S)N1CCCCC1c1cccnc1)c1ccccc1 (stereo unspecified),-4.4
COc1ccc(C(=O)CSc2nccn2C)cc1,-3.7

Hits appear at their usual frequency; about 3.3% have a hit in one of these screens.
